Compound activity: PubChem, several laboratories
zfTRPN1 agonist: activates the zebrafish TRPN1 channel; hit rate 0.18% among 220,000; activation, % at 3 µM; AID 1424; HEK293 zebrafish TRPN1-YFP, Fluo-8 calcium fluorescence; 100% = response to 87 µM carbachol;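 active means activation above its plate's cutoff, the mean activation of test wells on that plate plus 3 SD, cut at about 19% in these data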;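 further: 0% = DMSO alone and 100% = 87 µM carbachol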
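Control set: carbachol 87 µM as high control, DMSO as low control; system: HEK293 stable line with zebrafish TRPN1-YFP; read-out: % activation versus carbachol response; detection: intracellular calcium fluorescence with Fluo-8; doses: single test compound dose, 3 µM nominal, 0.3% DMSO; schedule: dye 1 h 37 °C plus 30 min RT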
PERK inh: inhibitors of human PERK kinase; Q9NZJ5; hit rate 0.17% among 220,000; inhibition, % at 5.6 µM; AID 1416; CHO PERK-DD fusion, SEAP luminescence translation reporter;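 active means inhibition above the mean inhibition of all tested compounds plus 3 SD, set separately per screening campaign, cut at about 2.9% in these data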;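 further: PERK kinase domain activated by AP20187 dimerizer at 100 nM; 0% = DMSO with dimerizer and 100% = rapamycin at 8.4 µM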
S1P4 antagonist: blocks the human S1P4 receptor; O95977; S1P4-expressing cells, antagonist mode, reporter read-out; inhibition, % at 4.98 µM; hit rate 0.26% among 220,000; AID 1510; in the data active means inhibition above about 29%;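 further: 0% = wells stimulated with agonist and 100% = vehicle wells without agonist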
Target sequence (O95977 whole entry, looked up): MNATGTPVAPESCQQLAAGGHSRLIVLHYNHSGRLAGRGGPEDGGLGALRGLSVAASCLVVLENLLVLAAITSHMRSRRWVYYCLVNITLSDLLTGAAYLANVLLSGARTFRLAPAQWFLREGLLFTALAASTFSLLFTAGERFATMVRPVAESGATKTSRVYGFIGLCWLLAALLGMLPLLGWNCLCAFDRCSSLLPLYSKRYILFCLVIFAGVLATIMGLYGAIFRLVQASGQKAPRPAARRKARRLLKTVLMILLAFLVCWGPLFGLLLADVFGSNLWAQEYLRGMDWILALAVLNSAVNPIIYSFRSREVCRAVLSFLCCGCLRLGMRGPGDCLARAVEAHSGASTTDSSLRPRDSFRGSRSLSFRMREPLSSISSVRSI
EP2 mod: EP2 receptor (human) modulation. AID 940. induction, % at 25 µM. EP2-expressing cells, cAMP HTRF FRET, PGE2 co-stimulation. P43116. hit rate 0.83% among 260,000;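 active means compounds whose cAMP rise, as percent of the full-agonist control response, exceeds 60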;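 further: rat C6 glioma line stably carrying human EP2 under a CMV promoter; the protocol text gives 20 µM as final concentration; 100% = response of wells given 1 µM PGE2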
Target sequence (P43116 whole entry, looked up): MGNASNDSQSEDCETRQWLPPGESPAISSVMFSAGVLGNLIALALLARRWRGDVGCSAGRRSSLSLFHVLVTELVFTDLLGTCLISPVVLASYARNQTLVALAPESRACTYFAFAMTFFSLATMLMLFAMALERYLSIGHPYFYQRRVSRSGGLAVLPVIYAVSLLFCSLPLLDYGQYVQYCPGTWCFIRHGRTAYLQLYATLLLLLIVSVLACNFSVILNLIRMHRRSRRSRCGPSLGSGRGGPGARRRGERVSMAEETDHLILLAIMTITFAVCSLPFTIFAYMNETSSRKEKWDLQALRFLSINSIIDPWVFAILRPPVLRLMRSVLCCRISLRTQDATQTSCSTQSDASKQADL
m-calpain inh: inhibitors of pig calpain II. inhibition, % at 16 µM. hit rate 0.37% among 220,000. purified calpain II, fluorogenic peptide substrate, 30 min;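 active means inhibition above about 50%, limit read from the data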
Ba/F3 V617F tox: lowers viability of Ba/F3 cells expressing EpoR and JAK2V617F. ATP luminescence. inhibition, % at 5.6 µM. hit rate 1.1% among 220,000. AID 1446;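 active means inhibition above the campaign mean plus 3 SD over all tested compounds, cut at about 24% in these data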;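 further: cytokine-independent growth of Ba/F3 cells driven by EpoR plus mutant JAK2; 0% = DMSO-treated cells and 100% = JAK inhibitor I control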
S1P4 agonist: activates the human S1P4 receptor | O95977 | S1P4-expressing cell line, agonist reporter assay | activation, % at 4.98 µM | hit rate 0.35% among 220,000; in the data active means activation above about 11%;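 further: 0% = DMSO vehicle and 100% = reference agonist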
BaF3 tox: parental Ba/F3 viability inhibition as JAK2V617F counter-screen; CellTiter-Glo ATP luminescence; inhibition, % at 5.6 µM; hit rate 1.1% among 220,000;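 active means inhibition above a per-campaign cutoff, the mean inhibition of all tested compounds plus 3 SD, cut at about 27% in these data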;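 further: 0% = DMSO wells and 100% = JAK Inhibitor I control wells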
TRPML3 agonist: agonists of human TRPML3 channel. Q8TDD5. HEK293 TRPML3-YFP, Fluo-8 calcium fluorescence; 100% = the carbachol control signal. activation, % at 3 µM. hit rate 0.29% among 220,000;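 active means activation above its plate's cutoff, the mean activation of the plate's test wells plus 3 SD, cut at about 12% in these data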;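 further: 0% = DMSO only wells and 100% = carbachol wells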
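Test system: TRPML3-YFP stable HEK293 cells. Doses: single point at 3 µM. Incubation: dye loading 1 h 37 °C then 30 min ambient, 125 s read. Signal: Fluo-8 calcium dye fluorescence, ex 470-495, em 515-575 nm. Measure: percent activation from peak-to-basal fluorescence ratio, scaled between DMSO and carbachol.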
* hit, by the source's call; i = inactive.

SMILES	zfTRPN1 agonist	PERK inh	S1P4 antagonist	EP2 mod	m-calpain inh	Ba/F3 V617F tox	S1P4 agonist	BaF3 tox	TRPML3 agonist
Cc1ccc(NC(=O)CCC(=O)NNC(=O)COc2ccccc2)cc1C	-0.4	0.3	-8	15	13	4	2.2	7	-0.7
CCOC(=O)c1c(C)c2c(n1C)CCC/C2=N\O	-0.1	1.1	-1	27	-11	-2	-0.7	5	0.1
COc1ccc(NC(=O)C(NC(=O)c2ccc(=O)[nH]c2)c2ccccc2)cc1 (configuration not stated)	2.1	0.3	-10	18	-6	-3	0.7	3	-0.5
COC(=O)c1ccc(COn2nnc3ccccc32)cc1	-0.2	0.2	-20	-17	0	-1	1.3	7	-0.7
CCOC(=O)C1CCN(C(C(=O)NC2CCCC2)c2ccc(C)cc2)CC1 (configuration not stated)	-1.3	0.2	1	17	18	-2	-0.6	0	0.9
COc1ccc(C(C)=O)cc1CN1C(=O)NC2(CCCC2)C1=O	-0.7	0.3	-21	-11	17	2	0.5	0	0.9
COCCn1c(SCC(=O)Nc2ccc(S(=O)(=O)N(C)C)cc2)nc2ccccc21	-0.4	-0.3	4	9	19	1	0.7	5	0.1
Cc1occc1-c1nnc(SCC(=O)NC(=O)NC(C)C)n1N	0.4	0.7	-11	8	-10	-3	-1.7	-1	0.9
O=C(Nc1cc(F)cc(F)c1)c1sc(Cl)nc1-c1ccccc1	-1.5	0.7	-13	15	-12	-1	1.2	6	0.1
O=C(Nc1nc(-c2ccccc2)cs1)C1CCCN(S(=O)(=O)c2cccc([N+](=O)[O-])c2)C1 (configuration not stated)	-0.6	-2.1	3	-25	-138	1	-2.8	5	-0.3
O=C1Nc2ccccc2N=C(c2ccccc2)C1N1CCOCC1 (configuration not stated)	0.7	-0.3	-1	-1	1	-2	-0.9	0	0.5
O=C(O)c1ccc(OC2CSC2)cc1	-0.1	1.5	-13	25	-29	0	1.6	3	0.3
Cc1cc(OC(=O)c2cccs2)ccc1C(C)C	0.3	-0.1	1	13	-5	2	-1.1	5	0.0
Nc1nonc1-c1nc2ccccc2n1CC(=O)N/N=C\c1ccc(-c2ccc(Cl)cc2)o1	1.4	2.1	-3	-13	29	-3	0.2	8	1.1
CC(=O)NNC(=O)CCn1nnc2ccccc21	0.0	-0.2	-6	-3	15	1	0.2	3	0.9
Cc1ccc(NC2OC(CO)C(O)C(O)C2O)cc1 (configuration not stated)	0.7	-0.1	11	-3	-34	2	-0.3	2	0.7
COC(=O)C1CCN(Cc2cc(=O)oc3cc(OC)ccc23)CC1	1.2	-0.5	-1	16	-44	-3	2.1	6	0.5
CC(C)(SC(=S)N1CCCCCC1)C(=O)O	0.9	0.8	-6	32	-6	-1	2.0	4	0.9
O=C(N/N=C/c1ccc(OC(=O)c2ccccc2)cc1)c1ccc(CN2CCOCC2)cc1	5.2	0.6	3	-31	-1	-2	-0.1	-2	2.0
O=C(CSCc1ccc(F)cc1)NC1CCCC1	-0.4	-0.7	-18	-8	-19	-6	1.8	0	-0.1
CCN(CC)C(=O)C1CCCN(Cc2sccc2C)C1 (configuration not stated)	-0.5	0.1	11	-6	-32	-4	-1.4	4	0.5
O=C(Cn1cnc2ccccc21)OCC(=O)N1CCc2ccccc2C1	1.4	0.8	-14	-2	-16	3	-0.5	5	1.4
CN(C)S(=O)(=O)c1ccc(NC(=O)CN2CCCc3ccccc32)cc1	0.1	0.8	-22	-57	8	4	0.4	11	1.1
CC(CCc1ccccc1)NC(=O)c1cccc([N+](=O)[O-])c1 (configuration not stated)	-1.4	0.0	-13	-22	2	-2	1.6	5	-0.3
Cc1nnc2n(-c3ccccc3)c(=O)c3c4c(sc3n12)CC(C)CC4 (configuration not stated)	-0.4	-0.5	-13	34	32	-2	0.2	2	0.7

(listing goes on)
SMILES	zfTRPN1 agonist	PERK inh	S1P4 antagonist	EP2 mod	m-calpain inh	Ba/F3 V617F tox	S1P4 agonist	BaF3 tox	TRPML3 agonist
CCOC(=O)c1c(NC(=S)NC(=O)c2cnn(CC)c2)sc2c1CCC(C)C2 (configuration not stated)	0.8	0.6	-17	44	-90	-5	-0.8	-2	0.8
O=C(NCc1ccccc1)c1ccc(CN2CCOCC2)cc1	0.9	0.8	-26	20	-23	-3	0.9	1	1.4
CC(C)CC(NC(=O)c1ccco1)C(=O)Nc1ccc2c(c1)OCCO2 (configuration not stated)	-0.3	-0.3	-21	0	-14	2	0.8	6	-0.3
O=C(CSc1nc(C2CC2)nc2ccccc12)Nc1ccccc1N1CCOCC1	-1.4	-0.9	-3	31	8	3	1.2	6	-0.7
Cc1ccc2nc(SCC(=O)c3cc(C)n(C)c3C)[nH]c2c1	-0.1	-0.6	-3	-38	16	2	-4.0	6	0.8
CC(C)CCN1CCN(C2CCN(c3ccc4c(c3)OCO4)CC2)CC1CCO (configuration not stated)	-0.1	1.0	-3	4	7	0	-0.5	2	0.2
COc1cc(/C=N/NC(=O)c2ccccc2)ccc1OS(=O)(=O)c1ccccc1	3.0	-0.7	-7	-47	20	4	-0.4	10	0.8
CC(=O)c1ccc(NC(=O)c2ccc(CSc3ccccc3)o2)cc1	5.0	-0.2	-14	-3	34	2	0.0	3	2.3
CCOc1ccc(CC2NCCc3cc(OCC)c(OCC)cc32)cc1OCC (configuration not stated)	-0.2	-0.2	-21	-19	-100	2	-0.1	3	0.5
COc1cc(/C=N/NC(=O)Nc2cccc3nsnc23)cc(OC)c1OC	-0.1	-0.2	-6	30	i	-3	1.8	-1	0.5
Cc1cc(S(=O)(=O)Nc2ccccc2C(=O)O)ccc1Cl	-2.2	0.1	-7	3	-14	2	0.3	12	-0.3
Cc1ccc(Nc2nc(-c3sc(NC(=O)c4cccc(Cl)c4)nc3C)cs2)cc1	-0.4	0.8	9	22	-119	-3	0.2	-2	-1.0
COc1cc(C(=O)Nc2ccc(S(=O)(=O)Nc3cc(C)nc(C)n3)cc2)cc(OC)c1OC	0.7	2.0	-17	24	-5	1	-1.0	7	0.7
CCOC(=O)c1c(NC(=O)/C=C/C(=O)O)sc(C)c1-c1ccc(F)cc1	0.0	2.1	-1	-9	-12	-1	-1.4	11	-0.3
CCCn1c(SCC(=O)c2c(C)[nH]c(C)c2C(=O)OCC)nc2ccccc21	-1.9	-1.6	-9	5	32	3	0.2	6	-0.2
CCCC(=O)Nc1nnc(SCC(=O)NCc2ccco2)s1	-0.8	0.5	-10	12	-25	0	0.4	3	0.7
COc1ccc(CC(=O)N/N=C(\C)CC(=O)NCc2ccco2)cc1OC	-1.2	0.8	-11	-22	13	-3	2.2	-2	0.6
C=CCn1c(Cc2csc(N)n2)nnc1SCC(=O)OCC	0.6	1.7	0	14	-26	-3	1.9	-1	-0.4
N#Cc1cc([N+](=O)[O-])ccc1NC(=O)COC(=O)CCC1CCCCC1	-0.3	0.2	-14	-10	21	-2	-0.8	0	0.7
CCCCC(=O)Nc1nc(C)c(-c2csc(Nc3ccc(Cl)cc3)n2)s1	-1.0	0.6	11	-14	-59	-3	-4.3	5	0.6
Cc1cccc(C)c1NC(=S)NC(=O)c1ccc(Br)o1	-0.7	-0.5	-2	-16	-10	0	1.9	6	0.0
O=C(C(c1ccccc1)c1ccccc1)N1CCN(Cc2ccco2)CC1	-0.8	-0.7	-15	23	27	0	-0.8	5	-0.7
COc1ccc(NC(=O)CCCn2c(=O)c3sccc3n(Cc3ccc(C)cc3C)c2=O)cc1	-1.6	-0.1	-4	45	17	3	-0.8	6	0.1
CCCCCOc1ccc(OC(=O)c2ccncc2)cc1	-0.1	0.4	16	29	-19	2	1.3	-2	-0.4
COc1cccc(-n2c(CCn3nc(C)c([N+](=O)[O-])c3C)n[nH]c2=S)c1	2.0	0.2	-11	32	-13	2	1.2	5	0.0

3 records drawn at random from those above, as already listed:
SMILES	zfTRPN1 agonist	PERK inh	S1P4 antagonist	EP2 mod	m-calpain inh	Ba/F3 V617F tox	S1P4 agonist	BaF3 tox	TRPML3 agonist
CC(=O)c1ccc(NC(=O)c2ccc(CSc3ccccc3)o2)cc1	5.0	-0.2	-14	-3	34	2	0.0	3	2.3
CC(C)CC(NC(=O)c1ccco1)C(=O)Nc1ccc2c(c1)OCCO2 (configuration not stated)	-0.3	-0.3	-21	0	-14	2	0.8	6	-0.3
COc1cccc(-n2c(CCn3nc(C)c([N+](=O)[O-])c3C)n[nH]c2=S)c1	2.0	0.2	-11	32	-13	2	1.2	5	0.0

Next part:
SMILES	zfTRPN1 agonist	PERK inh	S1P4 antagonist	EP2 mod	m-calpain inh	Ba/F3 V617F tox	S1P4 agonist	BaF3 tox	TRPML3 agonist
O=C(NNS(=O)(=O)c1ccc2ccccc2c1)c1cc(-c2ccccn2)nc2ccccc12	-0.6	-0.5	3	3	4	4	1.9	8	-0.2
COc1ccc(OC)c(NC(=O)CN2C(=O)NC3(CCOc4ccccc43)C2=O)c1 (configuration not stated)	1.3	-0.5	1	30	19	-2	1.5	0	0.2
c1ccc(Nc2nc(N3CCOCC3)c3ccccc3n2)cc1	0.7	-0.9	2	-8	-15	2	-1.7	5	1.1
COc1ccc(N2CC(=O)N(c3ccc(OC)c(OC)c3)CC2=O)cc1OC	1.1	0.0	-25	6	-19	0	1.2	4	0.9
Cc1cccc(N(C(=O)c2nsc(Cl)c2Cl)C(C(=O)NC2CCCC2)c2ccc(O)cc2)c1C (configuration not stated)	-3.2	-0.2	11	28	-21	-4	0.8	4	-0.7
CCOc1ccc(-c2cc(C(=O)Nc3ccc4c(c3)OCCO4)c3ccccc3n2)cc1	-1.8	-0.6	13	-5	-15	-7	1.8	1	0.4
Cn1c(=O)c(=O)n(C)c2cc(S(=O)(=O)N3CCN(c4cccc(C(F)(F)F)c4)CC3)ccc21	-1.5	1.9	8	9	-33	-1	-0.9	7	0.8
Cn1c(=O)c2c(ncn2CC(=O)OCC(=O)NC(c2ccccc2)c2ccccc2)n(C)c1=O	0.1	0.0	-10	20	-10	-2	0.2	2	0.2
Cc1c(Nc2cc(Cl)c3nonc3c2[N+](=O)[O-])c(=O)n(-c2ccccc2)n1C	-3.4	0.3	-12	-62	-4	95*	4.3	103*	-0.6
CC(C)NC(=O)Cn1c(SCC(=O)N2CCc3ccccc3C2)nc2ccccc21	-1.2	-0.9	-15	-4	-13	-2	-2.2	2	-0.7
COCCCNC(=O)C1CCN(C(=O)Nc2ccc(Cl)cc2)CC1	-0.4	0.2	-10	20	-27	2	61*	14	-0.3
O=C(COC(=O)c1cc(S(=O)(=O)Nc2ccccc2Cl)ccc1O)Nc1nc2ccccc2s1	1.4	-0.6	-4	-34	-2	4	2.5	9	1.0
NC(=O)COC(=O)CNC(=O)c1ccc(Cl)cc1	-0.1	1.1	-2	-1	-9	1	0.4	5	0.7
Cc1cc(C)nc(SCCn2c(N(C)Cc3ccccc3)nc3c2c(=O)n(C)c(=O)n3C)n1	0.1	-0.8	-5	8	-13	2	-0.1	5	0.2
O=C(COc1ccc(C(=O)NCCc2ccccc2)cc1)Nc1ccccc1	0.8	1.1	-4	-44	4	-1	-0.7	5	0.7
O=C(COc1cccc2cccnc12)N/N=C1\SCC(=O)N1Cc1ccccc1	-0.3	-1.1	-8	-8	13	0	-1.9	3	1.1
COc1cc(NC(=S)NCCc2ccccc2)c(OC)cc1NC(=O)C(C)C	0.0	-0.4	-22	-1	-17	0	1.1	1	0.0
CCOc1ccc(/C=C/C(O)=C2/C(=O)N(C)C3(C)CC2c2ccccc2O3)cc1OC (configuration not stated)	0.3	-0.2	18	15	-5	-1	0.9	1	0.7
